Compound activity (PubChem BioAssay)
Cav3 T inh: Cav3.2 calcium influx blockers – cell-based, Fluo-4 calcium fluorescence, FDSS, MLSMR library, primary screen; B-score at 10 µM; actives 4% (n = 100,000); Voltage-dependent T-type calcium channel subunit alpha-1H (Homo sapiens), O95180; Cav3.2-expressing cells; active compounds read low; AID 449739, 2010;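 active = single-dose well whose peak fluorescence ratio is a statistical outlier from its plate by either plate-standardised score or position-corrected B-score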
Starred values were filed as active, the others as inactive. Only part of the results is shown; the hit share may differ from the screen's.

SMILES	Cav3 T inh
CCOc1ccc(N(CC(=O)OC)S(=O)(=O)c2c(C)noc2C)cc1	-5.9*
O=c1[nH]c(CSc2ncc(-c3ccc(F)cc3)n2Cc2ccco2)nc2ccccc12	-1.95
O=C(N/N=C/c1ccc2c(c1)OCO2)C1COc2ccccc2O1 (stereo not given)	1.11
NCCc1nnc(SCc2ccccc2)o1	0.134
CC(=O)NCCOc1c(C)cc(S(N)(=O)=O)cc1C	-0.0646
COc1ccccc1N1CCN(C(=O)c2cc(-c3ccc(Br)cc3)on2)CC1	-0.146
O=C(Nc1cc(S(=O)(=O)N2CCOCC2)ccc1O)c1ccco1	1.01
CCOc1ccc(N(CC)C(=O)CCNC(=O)Cn2ccc3ccccc3c2=O)cc1	0.603
COc1ccc(C2NC(=O)C(C)S2)cc1 (stereo not given)	0.242
Cc1cc(-n2c(C)cc(C(=O)CSc3nc4ccccc4c(=O)n3Cc3ccco3)c2C)no1	0.0338
OC1(c2cccc(C(F)(F)F)c2)CCN(Cc2nnnn2CCc2ccccc2)CC1	-5.58*
CS(=O)(=O)N(CC(=O)N1CCCCC1)C1CCCCC1	0.0711
O=C(Nc1nccs1)C1C2/C=C\CCCCC21 (stereo not given)	0.164
O=C(NCc1cccs1)c1cnn2cccnc12	0.123
CCC(=O)Nc1ccc2c(c1)ncn2-c1ccc(OC)cc1	0.812
COc1ccc(C(=O)Nn2c(C)nnc2-n2nc(C)cc2C)cc1OC	-1.36
C[C@@H]1CC[C@]2(O[C@H](CCO)C[C@@H](O)[C@@H]2O)O1	1.18
OCC1(CO)COC2(CCCC2)N1	1.02
Nc1sc2c(c1C(=O)c1ccccc1)CCCC2	0.193
O=C(NCCc1cccc(F)c1)[C@@H]1CSC2c3ccccc3C(=O)N21 (stereo not given in full)	-1.02
O=C(Oc1c(Cl)cc(Cl)c2ccccc12)N1CCCC1	-1.05
CCOC(=O)c1c(N)sc2c1CCC1C(=O)N(C3CCCCC3)C(=O)C21 (stereo not given)	-2.09
CCCCCCCCOC(=O)c1ccc(N)cc1	0.133
Cc1cccc(NC(=S)NC(=O)/C=C/c2ccco2)n1	1.59
CCOC(=O)C(CCOc1cccc(CC)c1)C(=O)OCC	-1.02
The listing continues:
SMILES	Cav3 T inh
Cc1ccc2cc3cc(C(=O)N4CCN(Cc5ccccc5)CC4)sc3nc2c1	-0.125
Cc1cc(C)cc(NC(=O)NCc2nnc(SCc3ccccc3)n2C)c1	-4.31*
CCN(CC)Cc1csc2ccc(Br)cc12	0.341
COc1ccc(COc2cc(-c3cccc(OC)c3)nc3ccc(NC(=O)c4ccc(OC)cc4)cc23)cc1	0.171
COc1cccc(-c2cc(C(=O)N/N=C/c3ccc(OC)c(COC(C)=O)c3)c3ccccc3n2)c1	-0.321
N#Cc1ccc(Oc2ccc(C(N)=O)cc2)cc1C#N	0.16
C/C=C(/C)C(=O)Nc1cccc(C2=NOC3(C2)C[C@@H](C(N)=O)N(C(=O)[C@H]2CCC(=O)N2)C3)c1 (stereo not given in full)	1.32
O=C(c1cc2ccccc2oc1=O)N(Cc1ccc2c(c1)OCO2)Cc1ccco1	-2.15
CCc1nc(N)nc2c1C(=O)CC(C)(C)C2	0.816
CCCCCCOC(=O)C(C#N)c1nc2ccccc2nc1N1CCCCC1 (stereo not given)	-5.32*
N=c1n(Cc2ccccc2)c2ccccc2n1CC(O)c1ccco1 (stereo not given)	0.375
Cc1nc(N2CCOCC2)c(C#N)c(C)c1Br	-0.241
O=C(NNS(=O)(=O)c1ccc(Cl)cc1)c1cnn(-c2ccccc2)c1-n1cccc1	-2.63
Nc1cc2ccccc2oc1=O	-0.143
CN(C)S(=O)(=O)c1ccc(N2CCOCC2)c(C(=O)O)c1	0.231
COc1ccc(CNC2CCCCC2)cc1	0.552
COC(=O)C1CCN(C(=O)CCC2CCCCC2)CC1	-0.208
Cc1ccc2cc(CN(Cc3ccco3)C(=O)c3cccs3)c(=O)[nH]c2c1	-1.48
COC(=O)c1c(C(=O)OC)c(-c2ccccc2)n2c1CCC2	1.53
Cc1ccc(C2CC(=O)c3cnc(NC(=O)c4ccco4)nc3C2)cc1 (stereo not given)	0.465
Cc1nc(NCc2ccccc2)[nH]c(=O)c1CCC(C)C	-3.25
CCOC(=O)CCc1c(C)c2ccc(OCC)c(C)c2oc1=O	-1.97
COC(=O)CCSc1cc([N+](=O)[O-])cc2c1c(C1OCCS1)nn2-c1ccccc1 (stereo not given)	0.544
Cc1nnsc1C(=O)Nc1ccc(Cl)cc1	0.422
CCOC(=O)N1CCN(c2c(N3CC=C(c4ccccc4)CC3)c(=O)c2=O)CC1	-0.0151
Next part
SMILES	Cav3 T inh
CC(C)N(Cc1nc(-c2ccccc2)no1)C(=O)c1ccc(Br)o1	-3.5
Cc1cccc(-c2onc3ccc(C4(C)OCCO4)cc23)c1	-1.68
O=C(NCc1ccncc1)C1CCCN(S(=O)(=O)Cc2ccccc2)C1 (stereo not given)	0.43
CC(C)(C)NC(=O)[C@@H]1C[C@@H]2CCCC[C@@H]2CN1C[C@@H](O)[C@H](Cc1ccccc1)NC(=O)[C@H](CC(N)=O)NC(=O)c1ccc2ccccc2n1	-5.59*
Cc1nnc(SCC(=O)Nc2c(Cl)cccc2Cl)[nH]c1=O	0.172
Cc1ccc(C)c(N(CC(N)=O)S(C)(=O)=O)c1	1.31
Cc1ccc(C(=O)Oc2ccccc2N2C(=O)C3CCC(C)CC3C2=O)cc1 (stereo not given)	-3.27
c1ccc(-c2noc(C34CC5CC(CC(C5)C3)C4)n2)nc1	-0.0738
Cc1cc2ncn(C3CC(=O)N(C)C3=O)c2cc1C (stereo not given)	-1.46
CC1(C)CC(=O)c2cnc(NCC3CCCO3)nc2C1 (stereo not given)	-0.412
CCCC(=O)c1c(NC(C)C)cc(C)oc1=O	-0.31
COc1ccc(Cl)cc1NS(=O)(=O)c1cc(Cl)ccc1OC	-0.315
Cc1cc(C)nc(NC(=O)NS(=O)(=O)Nc2ccc(Br)cn2)n1	-0.293
O=C(NC1CCCCC1)C1CCCN(c2nnnn2-c2ccccc2)C1 (stereo not given)	0.67
CCn1c(COc2ccc(Cl)c(C)c2)nnc1SCC(=O)N1CCCC1	0.72
COc1ccc(-c2cc(C(F)(F)F)nc(SCC(N)=O)n2)cc1	-0.111
CC(OC(=O)c1nn(C)c(=O)c2ccccc12)C(=O)NCc1ccc2c(c1)OCO2 (stereo not given)	-1.04
CCSc1ncc(C#N)c(=O)[nH]1	0.682
CCN1CCN(c2ncc(C(=O)Nc3ccccc3C(=O)OC)c3ccccc23)CC1	0.773
N#Cc1cn(CCCOc2ccccc2)c2ccccc12	-2.81
O=C(CN1CCN(S(=O)(=O)c2ccc(Cl)cc2)CC1)NC(=O)NC1CCCCC1	-2.38
COc1ccccc1Oc1nnnn1-c1ccc(C(N)=O)cc1	0.645
Cc1cc(C)nc(NC(=O)COc2cc(Cl)cc(Cl)c2)n1	-0.094
O=C(C1=C[C@@H](c2coc3ccccc3c2=O)C[C@@H](OCc2ccc(CO)cc2)O1)N1CCOCC1	0.427
COc1ccc(CC(C)N2CCN(Cc3ccccc3)CC2)c(OC)c1 (stereo not given)	0.217
Next section
SMILES	Cav3 T inh
O=C(Nc1ccccc1)C1CC=CCC1C(=O)OCC1CCCO1 (stereo not given)	0.173
CCOc1ncccc1C(=O)OCC(=O)Nc1cccc(C(C)=O)c1	0.0683
COc1ccc(-c2ccnc3nc(Sc4ncc(C(F)(F)F)cc4Cl)nn23)cc1	-2.17
Cc1nc2cc(-c3ccccc3)nn2c(C)c1CCC(=O)N1CCN(c2ccccn2)CC1	-2.06
CC(C)NC(=O)NC(=O)COC(=O)CCOc1ccccc1	0.919
CCC(OC(=O)c1nsc(Cl)c1Cl)C(=O)NCc1ccco1 (stereo not given)	-1.09
CCC(=O)NC(O)C(=O)c1ccc(C)cc1 (stereo not given)	-0.0866
Cc1ccc(C2=CSC3=NCCN23)c(C)c1	-0.158
CCCn1c(NCc2c[nH]c3ccccc23)nc2ccccc21	-5.94*
O=C(O)c1cccc(S(=O)(=O)NCC2CCCO2)c1 (stereo not given)	1.47
O=C1CC(c2ccccc2)CC(O)=C1C=NCC1CCCO1 (stereo not given)	-0.0754
COc1cccc(CNC(=O)C2CCN(S(=O)(=O)N3CCCCC3)CC2)c1	-0.577
CC(C)CC1(C)NC(=O)N(CCN2C(=O)c3ccccc3C2=O)C1=O (stereo not given)	-0.598
O=C(NCC1CCCO1)c1ccc2c3n(nc2c1)-c1ccccc1CO3 (stereo not given)	1.1
COCCCNC(=O)c1ccc(CS(=O)(=O)c2ccc(Br)cc2)o1	0.623
Cc1cc(NC(=O)COC(=O)C2CCN(S(=O)(=O)c3c(Cl)cccc3Cl)CC2)no1	-2.4
CCCn1nc2cc(C(=O)NCc3ccc(C)cc3)ccc2c1OCC	-0.057
CCCOC(=O)c1ccc2c(c1)C(=O)N(c1ccccc1)C2=O	-0.622
CCCc1cc(N2CCCC(C(=O)NCC)C2)n2ncnc2n1 (stereo not given)	-0.188
O=C(CSc1nnc(CNC(=O)c2ccccc2F)o1)Nc1ccc2c(c1)OCCO2	0.667
Cc1nnc(NC(=O)c2cccc(S(=O)(=O)N3CCc4ccccc43)c2)s1	0.0695
CN(NC(N)=O)c1ncc(C(F)(F)F)cc1Cl	1.68
CCn1c(SCc2ccc(C(=O)Nc3cc(C)cc(C)c3)cc2)nnc1-c1ccncc1	-2.5
Cc1cccc(-n2c(SCC(=O)N3CCCC3)nnc2-c2ccccn2)c1C	0.614
COC(=O)c1ccc(Cn2c(CN3CCOCC3)nc3ccccc3c2=O)o1	0.181

Retrieved by structure from above, two records:
SMILES	Cav3 T inh
CCOc1ncccc1C(=O)OCC(=O)Nc1cccc(C(C)=O)c1	0.0683
CC(C)NC(=O)NC(=O)COC(=O)CCOc1ccccc1	0.919

Additional records follow:
SMILES	Cav3 T inh
c1ccc2c(N3CCCCC3)nnc(N3CCCCC3)c2c1	-2.52
COP1(=O)C=C[C@H](N(Cc2ccccc2)S(=O)(=O)c2ccccc2[N+](=O)[O-])[C@@H](C)O1 (stereo not given in full)	0.423
COc1ccc(CCNC(=O)NC2CCCCC2)cc1	0.145
COc1ccc(CC(=O)N2CCCc3ccccc32)cc1	-0.356
COc1cccc(/C=C2/SC(=O)N(CC(=O)N3CCc4ccccc4C3)C2=O)c1OCC(=O)O	0.124
CCc1ccccc1S(=O)(=O)Cc1ccc(C(=O)N2CCN(c3ccccc3OC)CC2)o1	0.292
CC1CCCCN1S(=O)(=O)c1cn(C)c(=O)n(C)c1=O (stereo not given)	-0.0151
CC(=O)c1ccc(OCC(O)CN2CCN(Cc3ccccc3)CC2)cc1 (stereo not given)	0.389
O=C1C(Cl)=C(N2CCN(Cc3ccccc3)CC2)C(=O)N1Cc1ccccc1	-2.04
COc1ccc(C(=O)O)cc1S(=O)(=O)NCCCN1CCCC1=O	0.981
CCc1nc(CNC(=O)c2cc(OC)c(OC)c(OC)c2)no1	1.33
O=C(NCc1ccco1)c1cc(-c2ccc(F)cc2)on1	-0.685
CC(C)OCCCNC(=O)C1CC(=O)N(C2CCCCCCC2)C1 (stereo not given)	0.79
COc1cc2[nH]c(=O)n(CCC(=O)NCc3cccnc3)c(=O)c2cc1OC	0.696
CC(=O)OC1CCC2(C)C(COc3ccc4ccc(=O)oc4c3)C(C)(O)CCC2C1(C)C (stereo not given)	-3.42
CCOC(=O)c1cccc(NC(=O)C(NS(=O)(=O)c2ccc3c(c2)CCN3C(C)=O)C(C)C)c1 (stereo not given)	0.493
Cc1ccc(Cn2c(CCNc3nc(-c4ccc(C)cc4)cs3)nc3cc(C(=O)NCCCO)ccc32)cc1	-0.407
O=C(CCN1C(=O)COc2ccccc21)NCc1cccnc1	0.244
O=C1CC(c2ccco2)c2ccc3ccccc3c2N1 (stereo not given)	-3.59
CCn1nccc1C(=O)Nc1ccc(Cl)cc1Cl	-0.377
O=C(Nc1ccc(Cl)cc1C(=O)NCCN1CCOCC1)c1ccco1	-0.302
CCOc1ccc(OCC)c(S(=O)(=O)NCCCN2CCOCC2)c1	0.252
COc1ccc(C(=O)Nn2c(SCC(=O)NCc3ccccc3)nc3ccccc3c2=O)cc1	-0.0294
Cc1cc2c(ncn2Cc2ccccc2)c(NS(C)(=O)=O)c1C	-0.135
COc1ccsc1C(=O)N1CCN(Cc2ccc3c(c2)OCO3)CC1	-0.0781
CSc1ccc(CCNC(=O)CSc2ccsc2[N+](=O)[O-])cc1	0.608
COc1ccc(-c2cc(-c3ccc(Br)cc3)nc3ncnn23)cc1OC	-0.993
Cn1nc(C(=O)NCc2ccccc2)c2ccccc2c1=O	1.35
CCOc1ccc(Nc2nc(Cc3nnc(SCC(=O)NCc4ccco4)n3CC)cs2)cc1	-3.25
O=C1c2ccccc2CCC1C(O)c1ccccn1 (stereo not given)	-0.0188

Among those listed so far, 15 have a Cl atom:
SMILES	Cav3 T inh
O=C(Oc1c(Cl)cc(Cl)c2ccccc12)N1CCCC1	-1.05
O=C(NNS(=O)(=O)c1ccc(Cl)cc1)c1cnn(-c2ccccc2)c1-n1cccc1	-2.63
Cc1nnsc1C(=O)Nc1ccc(Cl)cc1	0.422
Cc1nnc(SCC(=O)Nc2c(Cl)cccc2Cl)[nH]c1=O	0.172
COc1ccc(Cl)cc1NS(=O)(=O)c1cc(Cl)ccc1OC	-0.315
CCn1c(COc2ccc(Cl)c(C)c2)nnc1SCC(=O)N1CCCC1	0.72
O=C(CN1CCN(S(=O)(=O)c2ccc(Cl)cc2)CC1)NC(=O)NC1CCCCC1	-2.38
Cc1cc(C)nc(NC(=O)COc2cc(Cl)cc(Cl)c2)n1	-0.094
COc1ccc(-c2ccnc3nc(Sc4ncc(C(F)(F)F)cc4Cl)nn23)cc1	-2.17
CCC(OC(=O)c1nsc(Cl)c1Cl)C(=O)NCc1ccco1 (stereo not given)	-1.09
Cc1cc(NC(=O)COC(=O)C2CCN(S(=O)(=O)c3c(Cl)cccc3Cl)CC2)no1	-2.4
CN(NC(N)=O)c1ncc(C(F)(F)F)cc1Cl	1.68
O=C1C(Cl)=C(N2CCN(Cc3ccccc3)CC2)C(=O)N1Cc1ccccc1	-2.04
CCn1nccc1C(=O)Nc1ccc(Cl)cc1Cl	-0.377
O=C(Nc1ccc(Cl)cc1C(=O)NCCN1CCOCC1)c1ccco1	-0.302
